OX1R antag-1 = antagonists of human orexin 1 receptor; O43613; CHO/OX1R cells, Fluo-8 calcium fluorescence, orexin A; inhibition, % at 5 µM; actives 0.43% (n = 330,000); AID 434989;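 active = inhibition above its plate's threshold, mean inhibition of all tested compounds on the plate plus 3 SD, cut at about 37% in these data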;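 note: 0% = orexin A challenge wells and 100% = SB-334867-A antagonist wells; not every result past the cut was called active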
Target sequence (O43613 whole entry, looked up): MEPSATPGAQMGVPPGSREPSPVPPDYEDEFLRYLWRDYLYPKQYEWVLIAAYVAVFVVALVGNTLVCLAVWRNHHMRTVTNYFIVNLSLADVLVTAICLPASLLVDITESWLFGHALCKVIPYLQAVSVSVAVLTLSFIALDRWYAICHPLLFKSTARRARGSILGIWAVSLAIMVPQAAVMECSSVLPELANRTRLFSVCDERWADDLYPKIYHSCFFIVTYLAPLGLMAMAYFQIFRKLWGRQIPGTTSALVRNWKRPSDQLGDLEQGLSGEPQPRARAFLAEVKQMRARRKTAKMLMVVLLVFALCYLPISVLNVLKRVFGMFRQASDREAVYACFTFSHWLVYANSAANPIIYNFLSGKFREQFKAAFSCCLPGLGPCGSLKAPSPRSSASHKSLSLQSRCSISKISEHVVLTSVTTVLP
OX1R antag-2 = blocks the human orexin 1 receptor; actives 1.8% (n = 330,000); O43613; OX1R-expressing cells, FRET antagonist read-out; AID 485270; inhibition, % at 6.6 µM; in the data active = inhibition mostly above about 38%, no sharp cut-off; inactive = mostly below about 40%;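 note: 0% = agonist challenge alone and 100% = reference antagonist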
* marks the source's active call; other numbers are inactive results. An unsorted share of the library (roughly 2.1% active in at least one column).

SMILES | OX1R antag-1 | OX1R antag-2
COc1ccc(C(=O)/C=C/c2ccc3c(c2)OCCO3)cc1 | 0.6 | 10.8
COC(=O)n1c(=O)oc2cc(S(=O)(=O)N3CCCCC3)ccc21 | -13.1 | -1.9
CC1(C)CC(=O)c2sc(NS(=O)(=O)c3ccccc3)nc2C1 | -3.4 | 10.4
CCOC(=O)c1sc(NC(=O)Nc2cccc(Cl)c2)cc1C | 36.4 | 47.0*
Cc1[nH]c(=O)c(S(=O)(=O)c2ccccc2)c(C)c1Cl | -25.2 | 15.4
CC(C)(C)OC(=O)C(C)(C)Sc1nnc(N)s1 | -4.9 | 7.1
CC1C(C(=O)Nc2ccccc2)CCCC1(C)C(=O)O (configuration not stated) | -0.8 | 9.9
CCOC(=O)C(C)Sc1nnc2n1C(C)(C)Cc1ccccc1-2 (configuration not stated) | -16.8 | 14.2
CC(C)CNC(=O)c1ccccc1NC(=O)c1ccc(CSc2ccccc2)cc1 | -56.6 | 13.5
COc1ccc(C(=O)NCCn2cc(SCC(=O)NCC3CCCO3)c3ccccc32)cc1OC (configuration not stated) | -24.1 | 5.7
Cc1ccc(C(=O)Oc2ccccc2N2C(=O)C3C4CCC(C4)C3C2=O)cc1 (configuration not stated) | -33.8 | 33.8
O=C(COC(=O)Cc1n[nH]c(=O)c2ccccc12)NNC(=O)c1ccccc1 | -7.7 | 11.1
O=C(CN1C(=O)/C(=C/c2ccc(F)cc2)SC1=S)NC1CCS(=O)(=O)C1 (configuration not stated) | -6.5 | 21.6
CCn1c(C)nc2cc(C(=O)NN=Cc3ccc([N+](=O)[O-])cc3)ccc21 | -16.7 | 14.4
CCCc1nc(SCC(=O)Nc2nnc(SCC)s2)c2c(=O)n(C)c(=O)n(C)c2n1 | -38.7 | 5.5
CC(CCN1CCN(CCO)CC1)c1ccccc1 (configuration not stated) | -13.7 | 15.3
CC1CCc2cc(F)ccc2N1C(=O)CSc1nnc(-c2cccs2)n1C (configuration not stated) | 0.8 | 6.7
CCOc1cccc(-c2nnc3sc(-c4ccco4)nn23)c1 | -19.8 | 8.7
Cc1ccccc1C([O-])=Nc1ccc[n+](-c2nc3ccccc3nc2NS(=O)(=O)c2ccccc2)c1 | -22.5 | 18.2
CC(C)CN(C(=O)C1COc2ccccc2O1)c1c(N)n(CC(C)C)c(=O)[nH]c1=O (configuration not stated) | -21.9 | 1.8
CN(CCN(C)C(=O)c1[nH]cnc1C(=O)Nc1ccccc1)C(=O)c1[nH]cnc1C(=O)Nc1ccccc1 | -10.0 | 9.2
CC1CCN(C(=O)c2cc(S(=O)(=O)N3CCCCC3)c[nH]2)CC1 | -11.8 | 8.5
O=C1NC2(NN1c1ccccc1)C1CC3CC(C1)CC2C3 (configuration not stated) | -7.2 | 19.8
COC(=O)NCc1ccc2c(c1)OCO2 | -30.4 | 15.3
O=S(=O)(c1ccccc1Cl)N1CCC(O)(c2cccnc2)CC1 | -16.2 | 23.8
COc1ccc(C2(C(=O)NCCc3ccccc3)CCCC2)cc1OC | -20.6 | 8.0
COc1cc2c(C(=O)NCCN(C)C)cn(CC(C)C)c(=O)c2cc1OC | -15.6 | 12.9
COc1ccc(NC(=S)Nc2cc(C)cc(C)n2)cc1OC | -25.5 | 16.8
CCOC(=O)c1nn(-c2cc(C(=O)OC)cc(C(=O)OC)c2)cc1O | -0.2 | 3.0
Cc1nn(CC(=O)N2N=C(C(F)F)CC2(O)C(F)F)c(C)c1[N+](=O)[O-] (configuration not stated) | -16.3 | 9.8
CCCCN1CCc2c([nH]c3ccccc23)C1=O | -24.0 | 17.9
CCN(Cc1ccccc1)C(=O)c1ccc(C)c(S(=O)(=O)N2CCCCC2)c1 | -33.7 | 9.1
Cc1nnc(N2C(=O)C(O)=C(C(=O)c3ccco3)C2c2ccc(C(C)C)cc2)s1 (configuration not stated) | -4.1 | -4.5
O=C(Nc1ccc(N2CCCC2)cc1)c1ccc(Br)o1 | 0.1 | 25.2
CCc1c(C(=O)N/N=C/c2cn[nH]c2-c2ccc(F)cc2)csc1C | -3.7 | 9.3
Cc1cccc(N2Cc3ccc(Br)cc3C2)c1 | -37.0 | 15.5
Nc1ccc(O)c(C(=O)O)c1 | -9.1 | 30.4
COc1ccccc1CCNC(=O)c1cccc(S(=O)(=O)NCc2ccccc2)c1 | -14.2 | 37.7
NC(=O)c1nsc(C(=O)N(Cc2ccco2)C(C(=O)NCC2CCCO2)c2ccc(O)cc2)c1N (configuration not stated) | -17.3 | 17.2
CC(c1ccncn1)N(C)Cc1nc(Cc2ccccc2F)no1 (configuration not stated) | -3.6 | 9.4
Nc1nc(NCC2CCCO2)nc(Nc2cccc(Cl)c2)c1[N+](=O)[O-] (configuration not stated) | -40.5 | 11.4
CCOC(=O)N1CCN(CC(O)COc2ccccc2C(C)(C)C)CC1 (configuration not stated) | -35.2 | 17.3
O=C(CCS(=O)(=O)c1ccc(Br)cc1)NCCc1ccc(Cl)cc1 | -33.5 | -0.7
Cc1ccc(S(=O)(=O)NC2CCSC2=O)cc1C (configuration not stated) | -0.5 | 6.9
CCc1ccc(NS(=O)(=O)c2c(C)noc2C)cc1 | 3.7 | 10.9
Cc1cccc(-c2noc(CNC(=O)COc3ccccc3C)n2)c1 | -21.7 | 7.0
CCN=C1SC(CC(=O)NC(C)C)C(=O)N1CC (configuration not stated) | -9.4 | 13.6
C#CCOCCOCCOCCNc1nc(N2CCN(C(=O)C([C@@H](C)CC)n3cc(C(N)CC(C)C)nn3)CC2)nc(N2CCN(C(=O)[C@H](CCC(=O)O)n3cc(C(N)[C@H](C)CC)nn3)CC2)n1 (some centres not stated) | 6.4 | 14.9
CC(=O)Nc1ccccc1NC(=O)C/C(C)=N/NC(=O)C(=O)N1CCCCC1 | -5.1 | 8.6
CC(/C=N/n1c(-c2cccnc2)n[nH]c1=S)=C\c1ccco1 | -27.6 | 0.9
CCN(CC)C(=O)CN(c1cccc(C(F)(F)F)c1)S(C)(=O)=O | 0.7 | 6.6
O=C(Cn1cc(S(=O)(=O)Cc2ccccc2F)c2ccccc21)N1CCOCC1 | -19.0 | 2.7
CCN(CC)CCCn1c2c(c(SCC(=O)Nc3ccccc3Cl)nc1=O)CCC2 | -25.9 | 4.9
CC(=O)c1cccc(OCc2cc(C(=O)N3CCC(N4CCCCC4)CC3)no2)c1 | -17.7 | -3.4
O=C(c1ccccn1)c1ncc(C(F)(F)F)cc1Cl | -9.8 | 9.7
COc1ccccc1Oc1coc2c(CN(C)C)c(O)ccc2c1=O | -11.3 | 7.8
COc1ccc(NC(=O)NNC(=O)COc2ccc3ccccc3c2)cc1OC | -14.1 | 10.7
CCCCNC(=O)C(=O)NCc1ccncc1 | -23.1 | 3.0
CC(=O)c1cccc(NC(=O)Cn2cnc(S(=O)(=O)N3CCC(C)CC3)c2)c1 | 3.4 | 12.9
CN1CCN(C(=O)c2cc3c(s2)-c2ccccc2S(=O)(=O)C3)CC1 | -9.1 | 41.9

More compounds follow:
SMILES | OX1R antag-1 | OX1R antag-2
Cn1c(=O)c(S(=O)(=O)C(C)(C)C)c(O)c2ccccc21 | 5.4 | 16.1
CCn1c(COC(=O)CNC(=O)c2ccccc2)nc2cc(S(=O)(=O)N(C)C)ccc21 | -13.9 | 18.4
CC(C)(C)c1ccc(/C=C2\SC(=O)N=C2N)cc1 | -8.6 | 6.1
CCn1cc([N+](=O)[O-])c(C(=O)Nc2ccc3c(c2)OCCO3)n1 | -3.0 | 17.9
COCCNC(=S)NCc1cccs1 | -15.4 | 13.4
Cc1ccccc1NC(=O)CSc1nnc(-c2ccccn2)o1 | 1.2 | 3.5
COc1ccc(NC2CCCN(C(=O)c3ccncc3)C2)cc1 (configuration not stated) | -11.6 | 19.5
CCN(C(=O)CN1CCC(C(=O)OC)CC1)c1c(N)n(Cc2ccccc2)c(=O)[nH]c1=O | 1.9 | -0.9
Cc1sc2ncnc(N3CCC(C(=O)NNC(=O)c4ccc(Cl)cc4)CC3)c2c1C | -21.8 | 33.7
CCCCNC(=O)OCC(CC)NC(=O)OC(C)C (configuration not stated) | -17.7 | 34.6
O=C(CSc1nnc2ccccn12)Nc1ccccc1C(=O)O | 0.4 | 11.4
Cc1noc(C)c1C(=O)Nc1cccc(S(=O)(=O)N2CCOCC2)c1 | -0.1 | -0.5
O=C1CCN(CCCc2ccccc2)CCN1[C@H](CO)c1ccccc1 | -1.6 | 9.8
Cc1ccc(N(C(=O)c2cnccn2)C(C(=O)NC2CCCCC2)c2ccc(O)cc2)cc1 (configuration not stated) | -10.1 | 15.1
O=C(NNc1nc(-c2ccccc2)cs1)c1cccs1 | 8.8 | 1.2
COc1ccc(/C=N/NC(=O)c2nc(-c3ccccc3)cc(-c3ccccc3)n2)cc1O | -3.5 | 40.2
COc1ccccc1C(CNC(=O)COc1cc(C)ccc1Cl)N1CCCC1 (configuration not stated) | -8.1 | 13.6
Cc1ccccc1NS(=O)(=O)c1ccc(N2CCCC2=O)cc1 | -8.0 | 11.5
O=C(CCNC(=O)C1CCN(S(=O)(=O)c2ccc(F)cc2)CC1)NCCc1ccc(Cl)cc1 | -21.9 | 12.1
c1ccc2[nH]c(SCc3cn4ccccc4n3)nc2c1 | -14.9 | 7.4
COc1cc([N+](=O)[O-])cc(/C=N/N(CCC#N)C(C)=O)c1O | -19.4 | 28.5
CCn1cc(CCC(=O)NCCN2CCOCC2)c2ccccc21 | -9.5 | -1.6
CCOc1ccc(N2C(=O)c3ccccc3C2O)cc1 (configuration not stated) | -29.4 | 14.3
CN1C(=O)N(C)C2(c3ccccc3)Nn3c(s/c(=C/c4ccccc4)c3=O)=NC12c1ccccc1 (configuration not stated) | -25.7 | 22.1

A draw from above in order of count of non-hydrogen atoms, rising:
SMILES | OX1R antag-1 | OX1R antag-2
COC(=O)NCc1ccc2c(c1)OCO2 | -30.4 | 15.3
CCCCNC(=O)C(=O)NCc1ccncc1 | -23.1 | 3.0
CC(CCN1CCN(CCO)CC1)c1ccccc1 (configuration not stated) | -13.7 | 15.3
O=C(Nc1ccc(N2CCCC2)cc1)c1ccc(Br)o1 | 0.1 | 25.2
CC1(C)CC(=O)c2sc(NS(=O)(=O)c3ccccc3)nc2C1 | -3.4 | 10.4
O=C(CSc1nnc2ccccn12)Nc1ccccc1C(=O)O | 0.4 | 11.4
O=C(CCS(=O)(=O)c1ccc(Br)cc1)NCCc1ccc(Cl)cc1 | -33.5 | -0.7
CCOC(=O)c1nn(-c2cc(C(=O)OC)cc(C(=O)OC)c2)cc1O | -0.2 | 3.0
O=C(COC(=O)Cc1n[nH]c(=O)c2ccccc12)NNC(=O)c1ccccc1 | -7.7 | 11.1
O=C(Cn1cc(S(=O)(=O)Cc2ccccc2F)c2ccccc21)N1CCOCC1 | -19.0 | 2.7
CC(C)CNC(=O)c1ccccc1NC(=O)c1ccc(CSc2ccccc2)cc1 | -56.6 | 13.5
O=C(CCNC(=O)C1CCN(S(=O)(=O)c2ccc(F)cc2)CC1)NCCc1ccc(Cl)cc1 | -21.9 | 12.1
COc1ccc(C(=O)NCCn2cc(SCC(=O)NCC3CCCO3)c3ccccc32)cc1OC (configuration not stated) | -24.1 | 5.7

Later entries
SMILES | OX1R antag-1 | OX1R antag-2
NC(=S)N/N=C/c1c[nH]c2ccccc12 | -1.4 | 8.7
COc1ccc2c(c1)oc1c(SCc3nc4ccccc4[nH]3)nc(C)nc12 | 15.6 | 48.0*
CC1CC(C)CN(C(=O)c2cccc(S(=O)(=O)Nc3cc(C(F)(F)F)ccc3Cl)c2)C1 (configuration not stated) | 6.9 | 38.2
CCc1cc2ccc(C)cc2nc1SCC(=O)Nc1cc(C)on1 | -32.1 | 4.8
COc1ccc2oc(=O)c(NC(=O)C3CCCCC3)cc2c1 | -16.0 | 12.7
CCN(CC(=O)Nc1cc(Cl)ccc1C)C(=O)CCc1nc2ccccc2c(=O)[nH]1 | -4.3 | 1.6
O=C(NCc1ccccc1)c1noc2c1CCCCC2 | -18.3 | 7.0
CCOC(=O)Cn1c(N2CCCCCC2)nc2c1c(=O)[nH]c(=O)n2C | -32.4 | 17.3
COc1cc(C(=O)N2CCN(c3ncnc4sc(C)c(C)c34)CC2)cc(OC)c1OC | -22.2 | 24.0
O=C(NCCSc1ncc(-c2ccc(F)cc2)[nH]1)c1ccc2c(c1)OCO2 | -7.4 | 25.8
CC(C)c1ccc(NC(=O)COC(=O)C2CC3C=CC2C3)cc1 (configuration not stated) | -30.3 | 4.7
CCN(CC)CCNC(=O)Cn1nc(-c2ccc(C)cc2)ccc1=O | 2.0 | 14.9
CCc1cccc(OCC(=O)Nc2ccc(S(=O)(=O)N3CCCC3)cc2)c1 | -22.8 | -10.6
COc1cccc(NC(=O)COc2coc(CN3CCN(c4ccccc4)CC3)cc2=O)c1 | -20.5 | 1.9
CCOC(=O)N1CCN(C(=O)COc2ccc(Cl)cc2C)CC1 | -16.6 | 15.9
COc1cccc(C(=O)NCCS(=O)(=O)N2CCC(C)CC2)c1 | -24.6 | 16.6
COc1ccc(-n2c(CNC(=O)COc3ccc(Cl)cc3Cl)n[nH]c2=S)cc1 | -38.9 | 7.2
COc1ccc(-c2cc3c(=O)n(CC(=O)NCc4ccccc4F)ncn3n2)cc1 | -16.1 | 8.6
Cc1ccc(C2CC(=O)NC(SCc3ccccc3)=C2C#N)cc1 (configuration not stated) | -7.0 | 14.3
CCOC(=O)N1CCN(Cc2nc(N)nc(Nc3ccc(OC)cc3)n2)CC1 | -18.7 | 1.8
Cc1nc(SCC(=O)Nc2ccccc2Cl)c2c(C)c(C)sc2n1 | -18.2 | 8.5
Cc1ccc2c(c1)NC(=O)C(CC(=O)NCc1ccc(F)cc1)O2 (configuration not stated) | -7.1 | 10.7
CCCN(CCC)S(=O)(=O)c1nc2nc(C)cc(C)n2n1 | 0.6 | 7.9
O=C(CSc1nnc(CNc2ccc(F)cc2)n1Cc1ccco1)NC1CC1 | -22.1 | 17.1
O=C(COC(=O)/C=C/c1ccc(Cl)cc1)Nc1ccccc1-c1ccccc1 | -9.0 | 6.0

Source: PubChem (The Scripps Research Institute Molecular Screening Center)
